Screening data deposited in PubChem by several laboratories.
West Nile virus CPE – inhibition of WNV-induced cytopathic effect – cell-based, CPE readout (AID 1621). 0.02% of 290,000 active. CPE inhibition, % at 10 µM, or IC50 in µM where a hit was titrated. West Nile virus-infected cells, CPE inhibition; higher % means a stronger effect; in the data active = a potency from the dose series; inconclusive = CPE inhibition mostly from about 3.7% at the one dose, without a potency; inactive = the rest, 99 in 100 with CPE inhibition below about 2.2%; also: strong numbers were not always called active
HIV fusion peptide – cell-free HIV fusion peptide-binding blockers – biochemical, uHTS, fluorescence dequenching, primary screen (AID 1986) | cell-free peptide binding, fluorescence dequenching, 30 min; higher % means a stronger effect | inhibition, % at 20 µM, or IC50 in µM where a hit was titrated | 0.3% of 290,000 active; in the data active = inhibition mostly above about 52%, no sharp cut-off; inactive = mostly below about 76%; also: some results filed as inactive read as strong as hits
KOR beta-arrestin-1 – kappa opioid receptor blockers – cell-based, luminescence, uHTS (AID 1778); KOR beta-arrestin recruitment, luminescence, antagonist mode; higher % means a stronger effect; inhibition, % at 10 µM; hits with a dose series show IC50 in µM; 0.091% of 290,000 active; also: strong numbers were not always called active
AID2073 – inhibitors of Mint1-CaV2.2 protein interaction, biochemical, HTRF (AID 2073); HTRF protein-protein interaction, Mint1-CaV2.2; higher % means a stronger effect; inhibition, % at 20 µM, or IC50 in µM where a hit was titrated; 0.19% of 290,000 active; in the data active = inhibition mostly above about 51%, no sharp cut-off; inconclusive = no clear call, values can overlap the other calls; inactive = mostly below about 53%; also: some results filed as inactive read as strong as hits
NS5 inhibitors – flavivirus cap methylation enzyme inhibition – biochemical, confirmation dose response, primary screen (AID 588689). inhibition, % at 25 µM, or IC50 in µM where a hit was titrated. 0.3% of 340,000 active. Dengue-2 NS5 methyltransferase capping enzyme assay, biochemical; higher % means a stronger effect; in the data active = a potency from the dose series; inconclusive = inhibition above about 29% without an active follow-up result
HEK293 NOD2/NF-kB – NOD2 signaling inhibitors, cell-based, luminescence, uHTS, HEK293 (AID 1566) | 0.63% of 290,000 active | HEK293 NOD2/NF-kB luciferase reporter, luminescence; higher % means a stronger effect | inhibition, % at 4 µM, or EC50 in µM where a hit was titrated; also: many of its hits are not listed in these tables
NOD1 inhibition – inhibition of NOD1-driven NF-kB reporter – cell-based, luminescence, uHTS, primary screen (AID 1578); NOD1-driven NF-kB luciferase reporter cells, luminescence; higher % means a stronger effect; one-dose inhibition, % at 4 µM; EC50 in µM for titrated hits; 1% of 290,000 active; in the data active = inhibition mostly above about 36%, no sharp cut-off; inactive = mostly below about 34%;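 also: HEK-293T reporter cells stimulated with the NOD1 agonist gamma-tri-DAP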
KOR beta-arrestin-2 – kappa opioid receptor activators – cell-based, luminescence, uHTS, primary screen (AID 1777) | KOR beta-arrestin recruitment, luminescence; higher % means a stronger effect | one-dose activation, % at 10 µM; EC50 in µM for titrated hits | 0.02% of 280,000 active; in the data active = activation above about 50%, passing the limit was not always enough; also: a part of the inactive calls stands beside numbers as strong as those of hits
Yfh1-depleted yeast – mitochondrial function rescue without frataxin homolog – Friedreich's ataxia, plus single-dose screen, dose response (AID 1465). S. cerevisiae Yfh1-off respiration, WST-1 reduction, 72 h; higher fold induction means a stronger effect. fold induction at 50 µM; hits with a dose series show EC50 in µM. 0.074% of 220,000 active;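 active = fold induction of absorbance versus untreated yeast above a set limit, then at least 30% activation at any dose in follow-up; inconclusive = repeats straddling the limit, or above it without dose testing; inactive = fold induction below the set limit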;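 also: activators that raise dye reduction in frataxin-depleted yeast; strong numbers were not always called active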
NS5 inhibitors pilot replicate – recorded beside NS5 inhibitors, whose call it bears; inhibition, %; measured here: pilot screen replicate inhibition
* = called active by the depositor; i = inactive; ? = inconclusive; nt = no result given; [ ] = another dose, or the depositor's remark. Rule as the data show it, unless noted: active = inhibition above about 50%; inactive = the rest. These rows are one share of the data; count on the stated rates, not on these rows.

SMILES | West Nile virus CPE | HIV fusion peptide | KOR beta-arrestin-1 | AID2073 | NS5 inhibitors | HEK293 NOD2/NF-kB | NOD1 inhibition | KOR beta-arrestin-2 | Yfh1-depleted yeast | others
CC1CN(C(=O)COC(=O)c2ccc(F)cc2Cl)CC(C)O1 (configuration not stated) | -0.4% | 1.2% | -32% | -1% | -3% | -13% | 12% | -0.7% | nt
COc1cc(/C=N/NC(=O)COc2cc(C)cc(C)c2)ccc1OS(=O)(=O)c1ccc(C)cc1 | -0.4% | 0.7% | 10% | 1% | 1% | 33% | 54% | -1.7% | i
Cc1cccc(C(=O)NNC(=O)c2ccccc2[N+](=O)[O-])c1 | 0.4% | 0.3% | -50%[20 µM] | -8% | -13% | 14% | -22% | 3.5% | nt | NS5 inhibitors pilot replicate=-7.3
CCOC(=O)c1ccc(NC(=O)CSc2nnc(CNc3ccc(OC)cc3)n2C)cc1 | 0.0% | 1.1% | -9% | -7% | -1% | 7% | -27% | -14% | i
CNc1ccc(Br)cc(C(=O)/C=C/c2ccc(Cl)cc2Cl)c1=O | -0.7% | 62%* | -24% | 53%* | 35% | 19% | -32% | 0.5% | i
CCOC(=O)C1C(=O)NC(N2CCCCC2)=NC1C(C)C (configuration not stated) | 0.2% | -1.4% | -27% | 12% | -6% | 15% | 3% | -5.0% | i
NC1=NC(=O)/C(=C\c2ccc(O)c([N+](=O)[O-])c2)S1 | -0.4% | -3.3% | -12% | -6% | -1% | 5% | -41% | -6.3% | i
COc1ccc2c(CC(=O)NCc3cccs3)coc2c1 | -0.2% | 7.8% | -82%[20 µM] | 25% | -1% | -18% | -30% | -0.6% | i
CCOC(=O)c1c(NC(=O)c2c(C)noc2C)sc2c1CCCCC2 | 0.7% | -1.0% | -32% | -10% | 0% | 4% | 18% | 2.3% | i
Fc1ccccc1C1c2[nH]c3ccccc3c2CCN1Cc1cccn1-c1ncccn1 (configuration not stated) | -1.0% | 4.2% | -12% | 29% | 1% | -13% | -21% | 4.7% | i
COC(=O)C(C)Sc1nc2c(cnn2-c2ccc(C)cc2)c(=O)[nH]1 (configuration not stated) | 0.8% | 3.7% | -9% | -1% | -6% | 8% | 12% | -1.5% | i
O=C(CSc1c2c(nc3ccc(Cl)cc13)CCCC2)NCc1ccco1 | ? | 0.9% | 5% | 3% | -7% | 10% | 16% | -7.7% | i
CCCN(CCC)CCNC(=O)c1cc2c(=O)n(CC)c3ccccc3c2s1 | 0.6% | -1.4% | -22% | 9% | -10% | -18% | -9% | 0.2% | i
Cc1cnc(SCc2cnc(C)nc2N)nc1 | -0.3% | 0.7% | -26%[20 µM] | -2% | -3% | -5% | -25% | 1.0% | i
O=C(O)c1cccc(N/N=C/c2cc(Br)cc(Br)c2O)c1 | 0.2% | 17µM* | 2% | 13% | 9% | -38% | -32% | 0.6% | i
O=C(NCc1cccnc1)c1ccc(Cl)c(S(=O)(=O)N2CCCCCC2)c1 | -0.4% | -0.5% | -13% | 8% | -1% | 25% | -6% | 4.9% | i
COc1ccc(S(=O)(=O)NCc2ccccn2)cc1 | nt | 0.7% | 6% | -2% | -4% | 1% | -10% | -2.3% | i
CCCCn1c(O)c(N=NC(=O)c2ccncc2)c2cc(Br)ccc21 | 0.5% | -1.4% | 5% | 0% | -10% | 16% | 47% | -0.2% | i
Cc1cc(C)n(-c2nc3c(c(=O)n(C)c(=O)n3C)n2C)n1 | 0.2% | -3.3% | -43% | -3% | -2% | -8% | -18% | 4.0% | i
CCc1cccc(CC)c1N(COC)C(=O)Cn1cnc2ccccc21 | -0.2% | 0.4% | nt | 9% | nt | -15% | -4% | nt | i
COc1ccc(CN2CCC(CNS(=O)(=O)c3cccc(C(F)(F)F)c3)CC2)cc1 | -1.1% | -1.2% | -4% | -3% | -6% | -18% | -14% | 0.9% | nt
CCc1cccc(C)c1NC(=O)c1ccccc1 | 0.6% | 1.6% | 10% | 9% | 0% | 10% | -23% | -4.0% | i
COc1cccc(NC(=S)N(CCC(C)C)C2CCN(C(C)=O)CC2)c1 | -0.3% | -2.1% | 28% | -10% | -3% | -9% | -7% | -2.5% | nt
COc1nc2cc(C)ccc2cc1-c1noc(-c2cccnc2)n1 | nt | -2.7% | 4% | -56% | nt | -6% | -28% | 0.1% | nt
CCC(=O)N=c1ccn(C2=Nc3ccccc3NC2=C(C#N)C#N)cc1 | -0.2% | 4.9% | 3% | 5% | -1% | 18% | -1% | 2.6% | i
Going on with the list.
SMILES | West Nile virus CPE | HIV fusion peptide | KOR beta-arrestin-1 | AID2073 | NS5 inhibitors | HEK293 NOD2/NF-kB | NOD1 inhibition | KOR beta-arrestin-2 | Yfh1-depleted yeast | others
O=C(Nc1ccc(F)c(Cl)c1)c1ccc2c(=O)n3c(nc2c1)CCCCC3 | -1.0% | -0.9% | 10% | -4% | -3% | -58% | -32% | -0.5% | i
CCOC(=O)/C(Sc1nc(-c2ccccc2)cc(-c2ccccc2)c1C#N)=C(\C)O | 1.0% | 1.3% | -13% | 18% | -5% | 23% | 3% | 6.6% | nt
Cc1cc(C)c(NC(=O)Nc2ccccc2)c(Cl)c1 | -0.3% | -1.6% | -27% | 6% | -11% | -13% | -7% | 0.1% | i
CS/C(Nc1cc(Cl)ccc1Cl)=C(/C#N)C(=O)c1ccco1 | 0.3% | 38% | -2% | 6% | 11% | -162% | -5% | 2.2% | i
Cc1cc(C)cc(N(C(=O)c2csnn2)C(C(=O)NC2CCCCC2)c2cccnc2)c1 (configuration not stated) | -1.7% | 1.1% | -20% | -1% | -2% | 9% | -7% | -0.8% | nt
CCNc1nc(NC(C)C)nc(N(C#N)C(C)C(=O)N(C)C)n1 (configuration not stated) | 0.2% | -1.0% | -29% | 2% | 4% | 13% | 34% | 2.8% | i
COc1ccccc1NC(=O)c1ccc(NS(=O)(=O)c2ccc(F)c(F)c2F)cc1 | 0.7% | 7.9% | -29% | 4% | -1% | 5% | 45% | 1.4% | i
Cc1ccc(CNc2oc(-c3cccs3)nc2C#N)cc1 | -0.3% | -1.8% | 40% | 15% | -7% | -6% | -4% | -5.8% | i
O=C(Nc1cccc([N+](=O)[O-])c1)c1cc2ccccc2cc1O | ? | 14% | -18% | 36% | 28% | 5% | 17% | 1.6% | i
COc1cccc(C(=O)O/N=C(\N)c2ccccn2)c1OC | 0.5% | -1.2% | -46% | -7% | 3% | -78% | -2% | -0.4% | nt
Cc1cccc(NC(=O)COC(=O)Cc2c[nH]c3ccccc23)c1C | 0.4% | 0.0% | 10% | -2% | -10% | 8% | -7% | -1.8% | i
COc1ccc(CC(C)N2CCN(Cc3ccccc3)CC2)c(OC)c1 (configuration not stated) | -0.4% | 2.1% | 2% | -8% | -4% | -26% | -23% | -3.4% | i
Cc1cc(=O)n2ccccc2c1C#N | 0.8% | -1.0% | -10% | 37% | 1% | 1% | -7% | -7.7% | i
Nc1ccc(S(=O)(=O)Nc2ccnn2-c2ccccc2)cc1 | -0.1% | 1.1% | 25% | 16% | -1% | -11% | -6% | -2.3% | i
COc1ccc(/C=N/NC(=O)C(=O)N2CCCC2)cc1 | 0.3% | -2.3% | -23%[20 µM] | 0% | -7% | -24% | -17% | nt | i
COc1ccc2nc(NC(=O)CCN3C(=S)NC(C)(C)CC3C)sc2c1 (configuration not stated) | 0.0% | -2.7% | 4% | -20% | 1% | 5% | 9% | 0.0% | i
CCN1C(=O)NC(c2cccnc2)C(C(=O)OC)=C1C (configuration not stated) | -0.1% | 3.1% | 23% | 8% | 1% | 7% | -6% | 1.1% | i
CN(C)S(=O)(=O)NCc1ccc2c(c1)OCO2 | -0.2% | -0.4% | 3% | 1% | 4% | 14% | -31% | -0.4% | i
O=C(CCCOc1ccccc1)NCCc1nc2ccccc2[nH]1 | 1.5% | -2.3% | -15% | 10% | -6% | 25% | -18% | 1.8% | i
CCOC(=O)CNC(=S)n1cnc(N)n1 | 0.9% | -2.3% | 0% | -2% | 0% | 0% | -18% | -2.8% | i
CCOC(=O)C1CCN(S(=O)(=O)c2ccc(Cl)cc2OC)CC1 | 0.3% | -2.2% | 3% | -1% | 0% | 2% | 2% | -4.4% | i
CCOC(=O)c1[nH]c(C)c(/C(O)=C2\C(=O)C(=O)N(CCCN(C)C)C2c2ccncc2)c1C (configuration not stated) | 1.3% | -0.5% | -8% | ? | nt | -4% | -8% | -2.9% | i
CCCNC(=O)C1CCN(S(=O)(=O)c2cccs2)CC1 | -0.3% | -1.0% | 13% | 0% | -11% | 16% | -33% | -2.1% | i
CCN(CC)c1ccc(NC(=O)COc2ccccc2C)cc1S(=O)(=O)Nc1ccccc1OC | -0.8% | -0.4% | 30% | 11% | -7% | 9% | -12% | -3.3% | i
Cc1ccc(C)c(NC(=O)CCC(=O)N/N=C/c2cc([N+](=O)[O-])ccc2O)c1 | -0.4% | 5.4% | 10%[20 µM] | -3% | 4% | 7% | -12% | -3.2% | i

Quoted at random: 3 entries already listed
SMILES | West Nile virus CPE | HIV fusion peptide | KOR beta-arrestin-1 | AID2073 | NS5 inhibitors | HEK293 NOD2/NF-kB | NOD1 inhibition | KOR beta-arrestin-2 | Yfh1-depleted yeast | others
O=C(CCCOc1ccccc1)NCCc1nc2ccccc2[nH]1 | 1.5% | -2.3% | -15% | 10% | -6% | 25% | -18% | 1.8% | i
CCOC(=O)CNC(=S)n1cnc(N)n1 | 0.9% | -2.3% | 0% | -2% | 0% | 0% | -18% | -2.8% | i
COc1ccc(CC(C)N2CCN(Cc3ccccc3)CC2)c(OC)c1 (configuration not stated) | -0.4% | 2.1% | 2% | -8% | -4% | -26% | -23% | -3.4% | i

(list continues)
SMILES | West Nile virus CPE | HIV fusion peptide | KOR beta-arrestin-1 | AID2073 | NS5 inhibitors | HEK293 NOD2/NF-kB | NOD1 inhibition | KOR beta-arrestin-2 | Yfh1-depleted yeast | others
CC(C)(C)NC(=O)NC(=O)COC(=O)c1cc(=O)[nH]c2ccccc12 | -0.2% | 0.5% | -8% | 2% | 7% | 16% | -4% | -8.1% | i
O=C(N/N=C/c1ccc([N+](=O)[O-])o1)C(O)c1ccccc1 (configuration not stated) | -0.6% | 6.5% | -10% | 8% | 5% | 36% | 6% | -2.9% | i
Cc1ccc(N=CC=C2OC(C)(C)C(C)(C)O2)c(C)c1 | -0.8% | -1.1% | -54% | 0% | -7% | -30% | -18% | 2.6% | i
CCN1C(=O)CC(Sc2ccccc2N)C1=O (configuration not stated) | 0.2% | 0.0% | -28% | -14% | -3% | 7% | -20% | -1.6% | i
Cn1c(=O)[nH]c(=O)c2c1nc(N1CCCCC1)n2CCOc1ccccc1 | -0.1% | -0.4% | 3% | -1% | 0% | 9% | -10% | 5.5% | i
Cn1c(=O)oc2cc(S(=O)(=O)NC3CCCCC3)ccc21 | 0.1% | -0.9% | 14% | 37% | 5% | 26% | 10% | -3.2% | nt
COc1ccc(OC)c(NC(=O)C(=O)N/N=C(\C)CC(=O)Nc2ccc(Cl)cn2)c1 | 0.0% | -0.7% | 1% | 3% | -4% | 8% | -13% | 0.3% | nt
CCNc1c(NS(=O)(=O)c2ccc(OC)cc2)c(=O)oc2ccccc12 | -0.5% | 0.6% | -17% | 9% | -8% | 0% | 18% | -1.9% | nt
Cc1nc(SCC(=O)Nc2ccc3c(c2)OCCO3)nc(C)c1C | 0.1% | 0.4% | 14% | -5% | 2% | 11% | -40% | -2.3% | i
